Source: PubChem BioAssay
PfG6PD inh = PfG6PD enzyme inhibitors, primary screen, biochemical, fluorescence intensity, uHTS; glucose-6-phosphate dehydrogenase-6-phosphogluconolactonase (Plasmodium falciparum 3D7); 0.78% of 350,000 active; inhibition, % at 20 µM; PfGluPho enzyme, NADPH resazurin-diaphorase fluorescence;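 active means inhibition reaching at least a set limit at 20 µM in the primary screen, cut at about 59% in these data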;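 further: 0% = DMSO wells with substrate and 100% = DMSO wells lacking glucose-6-phosphate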
SENP1 inh = human SENP1 catalytic domain inhibitors, primary screen, biochemical, FRET, uHTS; Sentrin-specific protease 1 (Homo sapiens), Q9P0U3; recombinant SENP1 catalytic domain, CyPet-SUMO1-YPet FRET cleavage; inhibition, % at 10 µM; 0.21% of 360,000 active; AID 624204, 2012;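 active means inhibition at least 30% at 10 µM, raw YFP signal under a set limit, fluorescence ratio 0.5 to 1.5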;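 further: 0% = enzyme with DMSO and 100% = no enzyme wells; some results filed as inactive read as strong as hits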
Target sequence (Q9P0U3 419-644 limits assumed): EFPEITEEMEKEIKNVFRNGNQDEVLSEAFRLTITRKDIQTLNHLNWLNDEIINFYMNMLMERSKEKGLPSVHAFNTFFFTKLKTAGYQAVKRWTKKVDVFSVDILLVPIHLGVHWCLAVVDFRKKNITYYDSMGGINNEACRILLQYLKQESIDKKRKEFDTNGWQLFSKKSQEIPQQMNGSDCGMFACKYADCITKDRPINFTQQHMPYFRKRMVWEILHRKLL
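system = hSENP1 catalytic domain, recombinant | reagent = SFCypet-SUMO1-SFYpet substrate at 25 nM | doses = one dose per compound, 10 µM, 0.5% DMSO | incubation = enzyme reaction for 50 min at room temperature, dark | measured by = FRET, CFP and YFP emission | controls = no-enzyme low, enzyme-DMSO high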
SENP8 inh = human SENP8 protease inhibitors, primary screen, biochemical, fluorescence, Nedd8 protein substrate, uHTS; recombinant SENP8; inhibition, % at 20 µM; 0.64% of 360,000 active; AID 602440, 2012; in the data active means inhibition mostly above about 40%, no sharp cut-off; inactive means mostly below about 27%
Target sequence (Q96LD8 whole entry, looked up): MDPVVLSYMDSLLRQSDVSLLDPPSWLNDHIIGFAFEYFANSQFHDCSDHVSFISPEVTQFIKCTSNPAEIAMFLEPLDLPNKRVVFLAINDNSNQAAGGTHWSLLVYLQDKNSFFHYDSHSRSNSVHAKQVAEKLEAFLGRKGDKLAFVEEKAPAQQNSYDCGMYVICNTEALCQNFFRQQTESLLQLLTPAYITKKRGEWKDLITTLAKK
Active calls of the source: *. Some of the compounds tested; count on the stated rates, not on these rows.

no. | Compound | SENP1 inh | PfG6PD inh | SENP8 inh
1 | C[C@@H]1CN([C@@H](C)CO)S(=O)(=O)c2ccc(Br)cc2O[C@H]1CN(C)C(=O)c1ccccc1 | 0.4 | -3.9 | 0.0
2 | CCN(Cc1ccc(Br)s1)C(=O)CSc1nnc(C2CC2)n1C1CC1 | 0.7 | -7.3 | 16.3
3 | COc1cccc(CN(C)C[C@H]2OCc3cnnn3CCCC(=O)N([C@@H](C)CO)C[C@@H]2C)c1 | 2.6 | -10.9 | 8.5
4 | O=C(CC1CC1)Nc1ccc2c(c1)[C@@H]1C[C@H](CC(=O)NC3CCCC3)O[C@@H](CO)[C@@H]1O2 | -0.1 | 1.0 | -11.2
5 | CC1(C)OC(=O)C2=C(CC(c3ccccc3)OC2CCc2ccccc2)O1 (stereo unspecified) | -0.6 | 11.8 | -11.0
6 | CCOC(=O)c1c(NC(=O)COC(=O)c2cccc([N+](=O)[O-])c2)sc(C(=O)N(C)C)c1C | -1.7 | 15.6 | 10.0
7 | CN(c1ccccc1)S(=O)(=O)c1cccc(C(=O)NCC(c2cccs2)N2CCOCC2)c1 (stereo unspecified) | -2.1 | 7.6 | 21.1
8 | CC(=O)NCCc1ccc(C(=O)COC(=O)c2ccc(C)s2)cc1 | -1.1 | -11.4 | 14.4
9 | Cc1ccc(S(=O)(=O)N2C[C@H]3N(C(=O)OC(C)C)N(C(=O)OC(C)C)C[C@H](OC(=O)Nc4c(C)noc4C)[C@@]3(O)C2)cc1 | -2.9 | 8.9 | 1.2
10 | CCN1C(=O)[C@H]2[C@@H](c3ccc(C(F)(F)F)cc3)N[C@]3(CCCN(Cc4ccco4)C3=O)[C@H]2C1=O | -3.4 | -0.9 | -16.6
11 | COc1cccc(NC(=O)N(C)C[C@H]2OCc3cnnn3CCCC(=O)N([C@H](C)CO)C[C@@H]2C)c1 | 2.2 | -17.5 | 17.5
12 | CCC/C=C/c1ccc(CN2C(CC(C)C)C(=O)N(Cc3cn(CCC4OCCCO4)nn3)CCS2(=O)=O)cc1 (stereo unspecified) | 1.6 | 41.3 | 19.2
13 | CCCCN1C(=O)C(CC(=O)NCCCCc2ccccc2)CC(C(=O)N2CCOCC2)=C1C (stereo unspecified) | 3.6 | 1.8 | -2.6
14 | COc1ccc(N(CC(=O)N2CCN(c3ccccc3)CC2)S(=O)(=O)c2ccccc2)cc1 | 4.2 | 16.2 | 21.9
15 | COCCCN1C(=O)C(CC(=O)NCc2cccs2)CC(C(=O)N2CCOCC2)=C1C (stereo unspecified) | -1.8 | -1.6 | 5.7
16 | CC1(C)CC(=O)C(CSC(=O)c2ccccc2)C(=O)C1 | -2.5 | 29.0 | 23.3
17 | O=C1CCC(C(=O)OCC(=O)Nc2ccccc2Br)=NN1 | 0.9 | 6.2 | 10.3
18 | COc1ccccc1N1CCN(CCC(=O)Nc2cccc(F)c2)CC1 | 1.3 | -10.4 | 11.3
19 | O=C(C=Cc1ccc2c(c1)OCO2)C1CC1 | -1.1 | 1.5 | -155.5
20 | O=C1CCC2c3[nH]c4ccccc4c3CCN12 (stereo unspecified) | -26.7 | 3.1 | 10.7
21 | CNC(=O)C[C@@H]1C(=O)N(C2CCCCC2)CC1(C)C | 0.2 | 3.7 | 10.0
22 | COc1ccc(NC(=O)CCNC(=O)C2CCN(S(=O)(=O)c3ccccc3)CC2)cc1OC | -1.4 | -10.4 | 4.4
23 | COc1cc(C(C)=O)ccc1OCC(=O)N1CCC(Cc2ccccc2)CC1 | -0.9 | 0.5 | 12.0
24 | C[C@H]1CN([C@@H](C)CO)C(=O)CCCn2nncc2CO[C@H]1CN(C)C(=O)CCC(F)(F)F | -1.0 | -1.3 | 6.8
25 | Cc1onc(-c2ccccc2)c1C(=O)OCC(=O)c1ccc[nH]1 | -16.4 | 9.2 | -19.0
26 | O=C1OC(O)c2cccc3cccc1c23 (stereo unspecified) | -2.7 | 2.9 | -190.0
27 | CN(C)c1ccc(Cl)c(NC(N)=S)c1 | -1.7 | 24.0 | -18.3
28 | Cc1ccc([C@@H]2CC(=O)[C@@H]3CN(S(=O)(=O)c4ccc(C)cc4)[C@H](c4ccc(Cl)cc4)C[C@@H]3N2S(=O)(=O)c2ccc(C)cc2)cc1 | -0.9 | 14.1 | 1.7
29 | C[C@H](CO)N1C[C@H](C)[C@@H](CN(C)C(=O)CCCN(C)C)OCc2cn(nn2)CCCC1=O | 2.5 | 0.6 | 2.2
30 | COc1ccc(-c2csc(NC(=O)c3c(C)noc3C)n2)cc1OC | -4.5 | 20.3 | -16.0
31 | Cc1ccc(S(=O)(=O)Nc2ccccn2)c(C)c1 | 0.1 | -6.3 | -254.1
32 | COc1ccc(-c2ccc(CN3C(CC(C)C)C(=O)N(Cc4cn(CC5CCCCC5)nn4)CCS3(=O)=O)cc2)cc1OC (stereo unspecified) | 0.6 | 26.8 | 13.5
33 | Cc1ccc(-c2nn(-c3ccccc3)cc2C(=O)Nc2cccc(S(=O)(=O)NC3=NCCC3)c2)cc1 | 1.6 | 10.6 | 4.6
34 | CCN(CC)C(=O)C1=C(C)N(Cc2ccc(OC)cc2)C(=O)C(CC(=O)NC2CCCCC2)C1 (stereo unspecified) | 0.4 | -1.3 | 12.9
35 | COc1ccc(C2CCCCC2SCC(=O)O)cc1OC (stereo unspecified) | -0.2 | -20.7 | 15.3
36 | CC12CCC(=O)N1C(C(=O)Oc1cccc(F)c1)CS2 (stereo unspecified) | 1.5 | 1.1 | 19.2
37 | CC1CCN(C(=O)c2ncn3c2c(=O)[nH]c2ccccc23)CC1 | 1.8 | -32.1 | -4.4
38 | O=C(N/C(=C/c1cccc(Br)c1)C(=O)N1CCCCC1)c1ccco1 | 0.9 | 41.8 | -8.2
39 | CC1C(c2ccccc2)OCCN1C=NC#N (stereo unspecified) | 0.7 | 1.0 | -1.5
40 | CCOC(=O)N1CCN(S(=O)(=O)N2CCCC(C(=O)NCc3ccc(C)cc3)C2)CC1 (stereo unspecified) | 2.0 | 11.8 | 17.0
41 | CC1(C)CC2(OC2c2ccccc2[N+](=O)[O-])C(=O)c2ccccc21 (stereo unspecified) | 2.7 | 13.3 | 7.6
42 | C1CCN(CCC2CCCCN2)CC1 (stereo unspecified) | -6.7 | -8.1 | -3.7
43 | COc1ccc(S(=O)(=O)N2CCN(C(=O)c3cccc(S(=O)(=O)N4CCCC4)c3)CC2)cc1 | 0.3 | -2.2 | 12.1
44 | O=C1NC(=O)C2C3OC(C(Br)C3Br)C12 (stereo unspecified) | -0.3 | -14.6 | 20.2
45 | Cc1ccc(C(c2c(NC(=O)c3ccco3)sc(C)c2C)N2CCOCC2)cc1 (stereo unspecified) | 5.9 | -12.7 | -91.5
46 | C[C@@H]1CN([C@H](C)CO)S(=O)(=O)c2ccc(Br)cc2O[C@H]1CN(C)C(=O)C1CC1 | -0.9 | -3.0 | -1.5
47 | CCCCN1C[C@H](c2ccc(OC)cc2)[C@@H](CC(=O)Nc2ccc(OC)cc2)C1=O | 0.6 | 10.7 | -2.1
48 | Cc1ccc([C@H]2C[C@H](n3cc(-c4ccc(F)cc4)nn3)[C@@H](O)CN2C(=O)C2CCCCC2)cc1 | -5.4 | -14.4 | 3.3
49 | CC(=O)Oc1[nH]c(=O)c2cccc3c2c1CCC3 | -28.6 | -209.1 | -177.0
50 | CC(=O)Nc1ccc(N2CCOCC2)c(S(=O)(=O)Nc2ccccc2Cl)c1 | 0.8 | -2.7 | 2.0

(more compounds)
no. | Compound | SENP1 inh | PfG6PD inh | SENP8 inh
51 | C[C@H]1CN([C@@H](C)CO)C(=O)CCCn2nncc2CO[C@@H]1CN(C)Cc1cccc(C(F)(F)F)c1 | 1.2 | -12.6 | 9.8
52 | O[C@@H]1C[C@H](c2ccccc2)N(Cc2cccs2)C[C@H]1n1cc(C2CC2)nn1 | -0.6 | 1.2 | 4.4
53 | CCC/C=C/c1ccc(CN2C(C(C)C)C(=O)N(Cc3cn(CCC4OCCCO4)nn3)CCS2(=O)=O)cc1 (stereo unspecified) | -0.1 | 27.0 | 5.6
54 | C[C@H]1CN([C@@H](C)CO)C(=O)CCCn2cc(nn2)CO[C@@H]1CN(C)S(=O)(=O)c1ccc(C#N)cc1 | 2.2 | -5.3 | 3.1
55 | CC(C)CN(C(=O)CSc1nnc(-c2cccs2)n1C1CC1)C1CCS(=O)(=O)C1 (stereo unspecified) | 4.1 | -2.7 | 9.8
56 | C=CCN(c1ccccc1OC)S(=O)(=O)c1ccc(Cl)c(C(=O)NCc2ccco2)c1 | -1.3 | 19.2 | 2.2
57 | Cc1ccccc1OCC(=O)OCC(=O)NC1CCCC(C)C1C (stereo unspecified) | 4.6 | -8.1 | 2.8
58 | C[C@H]1CN([C@@H](C)CO)C(=O)CCCn2nncc2CO[C@H]1CN(C)C(=O)NC1CCCCC1 | 2.8 | 4.1 | 7.1
59 | Cc1ccc(S(=O)(=O)C=CS(=O)(=O)c2ccc(C)cc2)cc1 | 1.8 | 112.6* | 1.8
60 | O=C(c1ccc(F)cc1)C1CCN(Cc2ccccc2F)CC1 | -17.8 | 1.8 | 0.8
61 | C[C@H](CO)N1C[C@H](C)[C@H](CN(C)Cc2cccc(F)c2)Oc2ncc(Br)cc2C1=O | 1.2 | 3.5 | 7.8
62 | COc1ccccc1CN1CCNC(=O)C1CC(=O)N(C)C1CCOCC1 (stereo unspecified) | -2.5 | -2.4 | -15.0
63 | CC(=O)Nc1ccc(C(C#N)=Cc2ccc(N(C)CCC#N)cc2)cc1 | -79.8 | 2.7 | -33.6
64 | COC(=O)c1cc(NC(=O)CC(=O)c2cccc(N)c2)cc(C(=O)OC)c1 | -1.0 | -5.0 | -210.3
65 | Cc1ccc(S(=O)(=O)NN=C2CC3CC2C2CCCC32)cc1 (stereo unspecified) | 2.4 | -3.9 | 11.1
66 | CCC(=O)N(C)C[C@H]1Oc2cc(-c3cccnc3)ccc2S(=O)(=O)N([C@H](C)CO)C[C@H]1C | 1.9 | 2.5 | -25.8
67 | c1ccc(COc2ncnc3c2ncn3CCCN2CCN(Cc3cccc4ccccc34)CC2)cc1 | -2.1 | 25.8 | -23.4
68 | COc1cc2c(cc1OC)C(=O)C(c1ccc3c(c1)OCO3)CC2 (stereo unspecified) | 0.6 | -4.3 | -3.2
69 | C[C@H](CO)N1C[C@H](C)[C@@H](CN(C)S(=O)(=O)c2ccc(Cl)cc2)OCc2cnnn2CCCC1=O | 2.0 | -15.4 | 10.9
70 | COc1ccc(S(=O)(=O)N2CCOCC2)cc1NC(=O)CN1C(=O)NC2(CCC(C)CC2)C1=O (stereo unspecified) | 2.0 | -8.3 | 18.7
71 | CCOC(=O)C1CN(C(=O)OCC)CC1=NNC(N)=O (stereo unspecified) | 0.1 | -9.3 | 18.0
72 | O=C1NC(Cc2ccc(O)cc2)c2nc3ccc(F)cc3c(=O)n2-c2ncccc21 (stereo unspecified) | 3.3 | -12.3 | 11.0
73 | C[C@@H]1CN([C@@H](C)CO)C(=O)c2cc(Br)cnc2O[C@H]1CN(C)Cc1cccnc1 | 0.8 | -11.4 | 19.6
74 | C[C@@H]1CN([C@@H](C)CO)S(=O)(=O)c2ccc(Br)cc2O[C@@H]1CN(C)C(=O)C1CC1 | -1.6 | -7.3 | -0.9
75 | Cc1ccccc1C(=O)N(C)[C@H]1C[C@H]2c3[nH]c4ccccc4c3CCN2C(=O)[C@H]1[C@H](C)O | -76.5 | 21.5 | -135.1
76 | C[C@H](CO)N1C[C@H](C)[C@@H](CN(C)S(=O)(=O)c2ccc(-n3cccn3)cc2)OCc2cnnn2CCCC1=O | 2.2 | 9.4 | -0.4
77 | CC(C)C1C(=O)N(Cc2cn(CCC3OCCO3)nn2)CCS(=O)(=O)N1Cc1ccc(-c2cccc(CO)c2)cc1 (stereo unspecified) | 1.0 | -19.6 | 19.3
78 | CN(CC1CCCN(CCc2ccccc2F)C1)C(=O)c1cc2ccccc2o1 (stereo unspecified) | -14.8 | 14.4 | 15.6
79 | Nc1ccccc1SC(CC(=O)c1ccccc1)c1ccccc1 (stereo unspecified) | 0.7 | 38.7 | 10.2
80 | COC(=O)C[C@H]1C[C@@H]2c3cc(N(C)C)ccc3O[C@@H]2[C@H](CO)O1 | -10.3 | 31.4 | -44.1
81 | COc1ccc(NC(=O)N(C)C[C@@H]2OCc3cnnn3CCCC(=O)N([C@@H](C)CO)C[C@H]2C)c(OC)c1 | 0.6 | 8.8 | 7.3
82 | CC1=C(C(=O)N(C)C)CC(CC(=O)NCCN2CCOCC2)C(=O)N1Cc1ccccc1 (stereo unspecified) | 0.5 | -3.9 | 9.3
83 | O=C(Nc1ncccc1O)c1ccc(Cl)c(S(=O)(=O)N2CCCC2)c1 | -1.7 | 1.9 | 9.4
84 | N#Cc1ccsc1NC(=O)c1ccc2ncsc2c1 | -69.8 | 5.6 | -69.8
85 | O=C(Nc1ccc(N2CCOCC2)cc1)C1CCN(S(=O)(=O)c2cccc(C(F)(F)F)c2)CC1 | 3.2 | 5.6 | 11.5
